# Assay outcomes as filed in PubChem BioAssay.
# proCasp7 act = activates human procaspase-7, counter-screen for procaspase-3 activators; recombinant procaspase-7, Ac-DEVD-pNA absorbance 405 nm; D23A/D198A/D206A triple mutant, cannot self-cleave; scale: DMSO 0, 5 µM enzyme 100; activation, % at 8.5 µM; AID 463210; hit rate 0.093% among 330,000; P55210;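 active = percent activation above the screen-wide mean plus 3 SD, cut at about 25% in these data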
#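 System: Procaspase-7 triple mutant (PC-7 D3A); measure: % activation from two-timepoint absorbance difference, scaled to controls; times: 1 h compound preincubation, 2 h substrate cleavage, 25 °C; also added: Ac-DEVD-pNA substrate, 400 µM as added; measured by: Epi-absorbance of released pNA at 405 nm, two timepoints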
# CIT2-GFP yeast = alters CIT2-GFP fluorescence in TOR pathway yeast screen; S. cerevisiae CIT2-GFP strain, flow cytometry, 3 h; 100 means same as DMSO wells; GFP response vs DMSO, % at 10 µM; hit rate 0.065% among 320,000;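 active = GFP response relative to DMSO above a set limit, near the screen mean plus 3 SD, cut at about 150% in these data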;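 note: ratio of well median GFP fluorescence to mean of DMSO wells on the plate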
# LAP4-GFP MLPCN = alters LAP4-GFP fluorescence in TOR pathway yeast screen; S. cerevisiae LAP4-GFP multiplex, flow cytometry GFP, 3 h; median GFP as percent of DMSO wells; GFP response vs DMSO, % at 10 µM; hit rate 0.34% among 320,000; AID 2023;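 active = GFP response vs DMSO above a set limit, about the screen mean plus 3 SD, cut at about 150% in these data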
# RPL19A-GFP yeast = alters RPL19A-GFP fluorescence in TOR pathway yeast screen. S. cerevisiae RPL19A-GFP strain, flow cytometry, 3 h; active compounds read low. percent response vs DMSO, % at 10 µM. hit rate 0.3% among 330,000;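 active = percent response vs DMSO below 50%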;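 note: median channel GFP fluorescence of the barcoded RPL19A-GFP strain; ratio of sample median GFP to plate DMSO average so 100% = DMSO; lower means less RPL19A-GFP as with rapamycin TOR inhibition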
# proCasp3 act = activates human procaspase-3; activation, % at 8.5 µM; hit rate 0.11% among 330,000; P42574; recombinant procaspase-3 D3A, Ac-DEVD-pNA absorbance 405 nm;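 active = activation above the mean of all tested compounds plus 3 SD, cut at about 21% in these data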;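 note: 0% = DMSO alone and 100% = DMSO wells spiked with extra 5 µM PC-3 D3A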
#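 Test system: Procaspase-3 D3A mutant, all three cleavage aspartates alanine | Dosing: Single dose, 8.5 µM nominal compound, 0.8% DMSO | Schedule: 1 h preincubation, 2 h reaction | Technique: 405 nm absorbance of p-nitroaniline, reads at 0 and 120 min | Repeats: One well per compound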
# AGP1-GFP MLPCN = yeast TOR pathway AGP1-GFP modulation | AID 2066 | hit rate 0.02% among 320,000 | S. cerevisiae AGP1-GFP multiplex flow cytometry, 3 h; GFP as percent of DMSO wells | GFP response vs DMSO, % at 10 µM;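 active = GFP response relative to DMSO above a set limit, near screen average plus 3 SD, cut at about 150% in these data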;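 note: median GFP channel fluorescence of the gated AGP1 strain per well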
# MEP2 TOR yeast = modulators of TOR pathway MEP2-GFP in S. cerevisiae; S. cerevisiae MEP2-GFP strain, flow cytometry GFP, 3 h; 100% = DMSO control level; GFP response vs DMSO, % at 10 µM; hit rate 0.51% among 330,000; AID 2016;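 active = GFP response versus DMSO above a set limit, roughly screen mean plus 3 SD, cut at about 180% in these data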;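 note: median GFP fluorescence of the barcode-gated MEP2-GFP cells per well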
# AHR activator = activates the human aryl hydrocarbon receptor; P35869; AHR-responsive luciferase reporter cells, luminescence; activation, % at 5 µM; hit rate 2.5% among 320,000; AID 2796; in the data active = activation above about 47%;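 note: 0% = vehicle wells and 100% = reference agonist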
# Target sequence (P35869 whole entry, looked up): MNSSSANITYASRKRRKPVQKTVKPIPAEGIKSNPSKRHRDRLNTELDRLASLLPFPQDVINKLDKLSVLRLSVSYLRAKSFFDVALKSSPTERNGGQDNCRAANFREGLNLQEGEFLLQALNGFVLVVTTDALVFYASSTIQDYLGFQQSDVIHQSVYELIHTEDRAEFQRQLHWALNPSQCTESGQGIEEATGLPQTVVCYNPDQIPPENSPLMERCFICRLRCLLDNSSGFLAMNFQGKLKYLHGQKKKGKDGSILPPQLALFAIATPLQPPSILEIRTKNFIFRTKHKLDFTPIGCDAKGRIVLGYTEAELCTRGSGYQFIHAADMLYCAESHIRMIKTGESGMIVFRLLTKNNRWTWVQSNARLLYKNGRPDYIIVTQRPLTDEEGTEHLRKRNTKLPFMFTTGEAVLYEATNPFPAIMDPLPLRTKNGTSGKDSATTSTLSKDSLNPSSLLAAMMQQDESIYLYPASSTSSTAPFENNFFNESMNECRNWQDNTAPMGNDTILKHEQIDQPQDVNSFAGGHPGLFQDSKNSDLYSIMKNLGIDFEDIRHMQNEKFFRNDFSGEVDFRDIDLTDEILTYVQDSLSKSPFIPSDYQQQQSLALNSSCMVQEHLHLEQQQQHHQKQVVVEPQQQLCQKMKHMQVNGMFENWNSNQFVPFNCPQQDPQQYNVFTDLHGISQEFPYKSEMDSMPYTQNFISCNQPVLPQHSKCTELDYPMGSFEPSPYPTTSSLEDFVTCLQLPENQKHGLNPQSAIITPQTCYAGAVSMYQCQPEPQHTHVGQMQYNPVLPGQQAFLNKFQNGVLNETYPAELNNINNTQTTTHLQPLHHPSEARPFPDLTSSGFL
# * marks the source's active call; other numbers are inactive results; . = no result given.
no.	structure	MEP2 TOR yeast	RPL19A-GFP yeast	AHR activator	proCasp3 act
1	O=C(COC(=O)Cn1cnc2ccccc21)Nc1ccccc1C(F)(F)F	103	102	1	1
2	CC(C)=CCc1c(O)cc(O)c2c1OC(c1ccc(O)cc1)CC2=O (stereo not drawn)	102	96	9	5
3	CC(C)C(=O)COc1c2occc2cc2ccc(=O)oc12	106	108	37	7
4	CCCCn1c(CN2CCN(c3cccc(Cl)c3)CC2)nc2c1c(=O)n(C)c(=O)n2C	92	87	1	0
5	CCOc1ccc(N(CC(=O)Nc2c(C)n(C)n(-c3ccccc3)c2=O)S(=O)(=O)c2ccccc2)cc1	104	98	2	0
6	CCCc1cc(=O)[nH]c(SCc2nc3ccccc3s2)n1	103	96	3	3
7	O=C(C1=C(Nc2ccccc2)c2ccccc2S(=O)(=O)N1)c1ccccc1	103	99	-1	-12
8	CCOc1ncccc1C(=O)OCC(=O)Nc1cc(C)ccc1C	108	104	-1	2
9	N#C/C(=C(/O)C(Cl)c1ccccc1)c1nc2ccccc2s1 (stereo not drawn)	86	94	-5	2
10	CCOc1ccc(-c2nc(CSCC(=O)NCc3ccco3)c(C)o2)cc1	101	97	-7	-4
11	COc1cccc(CN(CC(=O)NC2CCCC2)C(=O)CCC(=O)Nc2cc(C)on2)c1	103	96	6	0
12	COc1cc(/C=C2/C(=O)NN(c3cccc(Cl)c3)C2=O)cc(OC)c1O	108	101	1	-9
13	Cc1cccc(C(=O)N2CCC(=O)N(C(COCc3ccccc3)Cc3ccccc3)CC2)c1 (stereo not drawn)	91	98	-2	-6
14	CCOC(=O)N1CCN(C(=O)c2ccc(N3C(=O)c4ccccc4C3=O)cc2)CC1	99	.	-5	-3
15	COc1ccc(CC(=O)N/N=C\c2cc(Br)c(O)c(Br)c2)cc1	108	106	.	.

no.	CIT2-GFP yeast	LAP4-GFP MLPCN	proCasp7 act	AGP1-GFP MLPCN
1	103	102	6	106
2	93	106	0	97
3	103	107	-3	114
4	85	85	3	85
5	102	100	6	106
6	100	92	6	104
7	93	84	-5	90
8	107	102	4	.
9	84	99	6	89
10	95	96	10	95
11	103	102	6	104
12	101	83	2	90
13	90	114	-7	93
14	107	96	5	101
15	102	98	.	98

# Later entries:
no.	structure	MEP2 TOR yeast	RPL19A-GFP yeast	AHR activator	proCasp3 act
16	S=C(NCCc1ccccc1)N/N=C/c1cccc(Cl)c1Cl	114	108	15	-4
17	CCOc1ccc(N(CC(=O)N2CCC(Cc3ccccc3)CC2)S(C)(=O)=O)cc1	99	97	-3	2
18	COc1ccc(CC(=O)Nc2ccc(S(=O)(=O)N3CCCCC3)cc2)cc1OC	86	90	2	3
19	c1ccc(CNc2nc(CN3CCOCC3)nc3scc(-c4ccccc4)c23)cc1	123	101	0	-3
20	COc1ccc(C2=NS(=O)(=O)N(C)C(C(=O)N3CCCCC3)=C2)cc1	106	101	3	9
21	COC(=O)C[C@H]1c2ccccc2S(=O)(=O)N1C(C)C	98	96	2	2
22	O=C(COc1ccc(F)cc1)N(c1ccccn1)C1CCCCC1	104	100	-1	-4
23	c1ccc(CSc2nc3ncncc3[nH]2)cc1	104	97	13	4
24	O=C(O)/C=C(\Oc1ccccc1)C1(O)CCCCC1	95	95	-2	4
25	CC1CC(=O)C(C2c3ccccc3CCN2C(=O)CCl)C(=O)C1 (stereo not drawn)	101	103	-2	8
26	COc1ccc(Nc2cc(C)nc(NCc3ccccc3)n2)cc1	102	99	15	-2
27	CC(C)(C)c1nc(NCCO)c2nnn(Cc3ccccc3)c2n1	106	104	0	-1
28	Cc1ccc(F)cc1CNC(=O)C1CCC(=O)N(CCc2ccccc2)C1 (stereo not drawn)	101	100	1	8
29	COc1ccc(S(=O)(=O)Nc2nnc(CC(C)(C)C)s2)cc1	111	102	-5	-3
30	Cc1cc(/C=N/NC(=O)c2ccc(O)cc2)c(C)n1CC(C)C	102	99	27	-2

no.	CIT2-GFP yeast	LAP4-GFP MLPCN	proCasp7 act	AGP1-GFP MLPCN
16	102	97	4	104
17	83	94	12	93
18	102	99	4	99
19	108	104	-3	94
20	108	101	7	101
21	105	94	2	99
22	107	97	-2	103
23	98	99	-1	98
24	98	110	0	103
25	97	107	1	103
26	106	103	-7	106
27	105	91	-6	100
28	101	97	8	94
29	100	98	-6	96
30	100	98	3	105

# Remaining list, next part.
no.	structure	MEP2 TOR yeast	RPL19A-GFP yeast	AHR activator	proCasp3 act
31	COc1cc(/C=N/n2c(-c3cc(C)[nH]n3)n[nH]c2=S)cc(OC)c1OC	107	102	1	-7
32	O=S(=O)(c1ccccc1)N(F)S(=O)(=O)c1ccccc1	91	94	0	-4
33	CCn1c(CC(=O)Nc2ccccc2Cl)nnc1SCC(=O)NC1CCCC1	101	99	1	10
34	O=C(NC12CCC(O)C(SC1)/C2=N/O)c1ccccc1 (stereo not drawn)	98	92	-1	-4
35	CC1(C)Cc2c(sc3ncnc(NNC(=S)NCc4ccccc4)c23)CO1	101	103	11	-8
36	CNC(=O)[C@@]1(Cc2ccccc2)C=C[C@@H](C)N1C(C)=O	99	99	3	5
37	CC(=O)Cn1cnc2sc(-c3ccccc3)cc2c1=O	108	102	21	1
38	O=C1Nc2ccccc2C1C(C[N+](=O)[O-])c1ccccc1 (stereo not drawn)	107	104	6	2
39	CC(/C=C/c1ccc(O)cc1)=N/O	99	98	6	2
40	CCCCc1ccc(NC(=O)CSc2nnc(C)c(=O)n2N)cc1	103	99	3	1
41	CCCCCOC(=O)Nc1nnc(CCCCC)s1	104	99	2	5
42	CCC1CCCCN1CCNC(=O)CCS(=O)(=O)c1ccc(Br)cc1 (stereo not drawn)	100	99	0	4
43	C=CCn1cc(/C=C2/NC(=O)NC2=O)c2ccccc21	117	93	97*	-18
44	CCOC(=O)CSc1nc(N(C)C)nc(N(C)C#N)n1	99	95	7	1
45	CCc1noc(C)c1C(=O)Nc1cc(S(=O)(=O)N(CC)CC)ccc1N1CCCC1	97	92	1	-5

no.	CIT2-GFP yeast	LAP4-GFP MLPCN	proCasp7 act	AGP1-GFP MLPCN
31	106	104	-4	109
32	97	95	15	91
33	101	97	-9	97
34	89	99	11	106
35	103	88	-34	100
36	72	130	-3	83
37	86	108	-7	99
38	105	107	0	107
39	98	100	15	103
40	96	124	-1	101
41	101	99	-8	94
42	99	96	11	95
43	93	100	-2	85
44	101	94	9	102
45	95	93	6	95

# 11 entries from above, sorted by molecular weight, highest first.
no.	structure	MEP2 TOR yeast	RPL19A-GFP yeast	AHR activator	proCasp3 act
13	Cc1cccc(C(=O)N2CCC(=O)N(C(COCc3ccccc3)Cc3ccccc3)CC2)c1 (stereo not drawn)	91	98	-2	-6
4	CCCCn1c(CN2CCN(c3cccc(Cl)c3)CC2)nc2c1c(=O)n(C)c(=O)n2C	92	87	1	0
42	CCC1CCCCN1CCNC(=O)CCS(=O)(=O)c1ccc(Br)cc1 (stereo not drawn)	100	99	0	4
10	CCOc1ccc(-c2nc(CSCC(=O)NCc3ccco3)c(C)o2)cc1	101	97	-7	-4
1	O=C(COC(=O)Cn1cnc2ccccc21)Nc1ccccc1C(F)(F)F	103	102	1	1
31	COc1cc(/C=N/n2c(-c3cc(C)[nH]n3)n[nH]c2=S)cc(OC)c1OC	107	102	1	-7
40	CCCCc1ccc(NC(=O)CSc2nnc(C)c(=O)n2N)cc1	103	99	3	1
25	CC1CC(=O)C(C2c3ccccc3CCN2C(=O)CCl)C(=O)C1 (stereo not drawn)	101	103	-2	8
22	O=C(COc1ccc(F)cc1)N(c1ccccn1)C1CCCCC1	104	100	-1	-4
30	Cc1cc(/C=N/NC(=O)c2ccc(O)cc2)c(C)n1CC(C)C	102	99	27	-2
44	CCOC(=O)CSc1nc(N(C)C)nc(N(C)C#N)n1	99	95	7	1

no.	CIT2-GFP yeast	LAP4-GFP MLPCN	proCasp7 act	AGP1-GFP MLPCN
13	90	114	-7	93
4	85	85	3	85
42	99	96	11	95
10	95	96	10	95
1	103	102	6	106
31	106	104	-4	109
40	96	124	-1	101
25	97	107	1	103
22	107	97	-2	103
30	100	98	3	105
44	101	94	9	102

# Continued.
no.	structure	MEP2 TOR yeast	RPL19A-GFP yeast	AHR activator	proCasp3 act
46	CC1CCC(CN2C(Nc3ccccc3)=NC[C@@H]2C)CC1 (stereo partly drawn)	92	96	-1	-1
47	C=CCn1c(SCC(=O)Nc2ccc(OC)cc2)nnc1-c1cnccn1	102	102	1	3
48	CCCc1ccc2oc(C(=O)N3CCC[C@H]3CO)c(C)c2c1	96	101	9	-1
49	Cc1ccc(C(C)C)cc1S(=O)(=O)NCc1ccccn1	106	105	-1	-7
50	COc1ccc(CC(=O)NNC(=O)c2ccc(Br)o2)cc1	100	97	6	6
51	Cc1ccc2c(c1)N(C(=O)c1ccco1)C(C)(C)c1ssc(=S)c1-2	100	.	0	-5
52	O=C(COC(=O)CNC(=O)c1ccc(Cl)c([N+](=O)[O-])c1)NNC(=O)c1cccs1	97	101	-1	-1
53	CC(C)(C)c1cnnn1-c1ccc(/C=N/Nc2ccc([N+](=O)[O-])cc2)cc1	103	103	83*	-18
54	CCCc1ccc(C(=O)NC(=O)c2ccccc2O)cc1	96	99	14	14
55	COc1ccc(C/C(N)=N/O)cc1	101	103	-3	-1
56	CCN(CC)CCCN=C(C)C1=C(O)c2ccccc2C1=O	96	95	-1	-6
57	COc1ccccc1Oc1ccc(S(=O)(=O)NCc2ccccn2)cc1	108	99	2	-9
58	CCc1c(C(=O)N/N=C/c2ccc(C)o2)csc1C	96	98	5	5
59	Cc1ccc(C)c(N(C(=O)Cn2nnc3ccccc32)C(C(=O)NC(C)(C)C)c2ccsc2)c1 (stereo not drawn)	100	98	-2	4
60	O=C(CO/N=C/c1ccc(OC(F)F)cc1)NCc1ccco1	107	102	3	8

no.	CIT2-GFP yeast	LAP4-GFP MLPCN	proCasp7 act	AGP1-GFP MLPCN
46	67	110	-8	80
47	102	94	4	103
48	90	99	3	92
49	106	100	5	105
50	105	101	6	101
51	106	103	-13	100
52	98	107	4	98
53	100	93	-23	98
54	96	108	5	100
55	98	100	0	104
56	94	103	14	104
57	107	107	5	107
58	97	99	13	100
59	100	96	4	100
60	105	87	2	100

# Remaining list, next part.
no.	structure	MEP2 TOR yeast	RPL19A-GFP yeast	AHR activator	proCasp3 act
61	COc1ccc(C2=NN(C(=O)CCC(=O)O)C(c3ccc(OC)c(OC)c3)C2)cc1 (stereo not drawn)	112	107	1	-2
62	CC(=O)Nc1ccc(CN(C)CC2CCCN(CCc3cccc(C(F)(F)F)c3)C2)cc1 (stereo not drawn)	104	101	0	5
63	Cc1nc2c3ccccc3nc(NNC(=O)CCC(=O)N3CCCC(C)C3)n2n1 (stereo not drawn)	105	103	-2	8
64	COc1ccc(OC)c(NC(=O)CN2c3cccc4cccc(c34)S2(=O)=O)c1	95	97	4	1
65	COC(=O)CNC(=O)C(NC(=O)OCc1ccccc1)C(C)C (stereo not drawn)	104	112	-1	3

no.	CIT2-GFP yeast	LAP4-GFP MLPCN	proCasp7 act	AGP1-GFP MLPCN
61	117	100	-10	113
62	99	90	-6	95
63	109	91	8	107
64	89	95	1	89
65	114	109	6	101
